NCI-60 one-dose screen, 48 h, at 10 µM unless noted. Numbers give growth in % (100 = growth as untreated, 0 = no growth, -100 = all killed).
786-0 – 786-0 renal cancer cells; 5.1% of 81,000 active; AID 1794775
UO-31 – UO-31 renal cancer; 5.2% of 81,000 active; AID 1794768
U251 – U251 CNS tumor cells | 5.4% of 80,000 active | AID 1794753
SN12C – SN12C renal cancer cells | 3.8% of 81,000 active
TK-10 – TK-10 renal cancer cells; AID 1794769; 3.9% of 81,000 active
RXF 393 – RXF 393 renal cancer cells | AID 1794773 | 6.9% of 77,000 active
A498 – A498 renal cancer cells. 5.4% of 76,000 active. AID 1794774
ACHN – ACHN renal cancer; 4.9% of 81,000 active; AID 1794771
CAKI-1 – CAKI-1 renal cancer | 4.7% of 75,000 active
An asterisk follows results filed as active; · = not tested or not shown; & = joins results of further samples; ! = a repeat was not active. The calls were made as follows: active = growth percent below 10; inactive = the rest.

Results follow in this order: 786-0	UO-31	U251	SN12C	TK-10	RXF 393	A498	ACHN	CAKI-1
O=C(Cn1cc[n+](CC(=O)c2ccc([N+](=O)[O-])cc2)c1)Nc1cccc2cccnc12
  ·	80	90	89	115	82	74	105	89
N#Cc1ccc[n+](CCBr)c1
  100	72	101	103	99	91	114	89	91
O=C1c2cc(Br)ccc2-c2ccc(Br)c3cccc1c23
  107	72	106	98	119	127	112	100	95
O=[N+]([O-])c1ccc(N/N=C/CCl)c([N+](=O)[O-])c1
  100	48	93	99	103	119	80	123	98
NC(=S)NNC(=O)c1ccncc1
  99	83	101	107	100	105	116	105	104
OC(COc1ccccc1Cl)CN1CCCCC1 (stereo not drawn)
  103	112	102	108	113	119	127	116	·
[2H]C([2H])([2H])Oc1ccc2ncc(C#Cc3cncc(C(=O)Nc4ccc(CN5CCN(C)CC5)c(C(F)(F)F)c4)c3)n2n1
  -29*	-85*	-31*	-78*	-53*	·	-51*	-89*	-79*
Cc1ccc(Nc2ccc(Nc3ccc(C)cc3S(=O)(=O)O)c3c2C(=O)c2ccccc2C3=O)c(S(=O)(=O)O)c1
  111	78	107	99	98	107	119	·	·
CC[C@H](C)[C@@H]1NC(=O)[C@H](Cc2ccc(O)cc2)N(C)C(=O)[C@H](Cc2ccccc2)NC(=O)CN(C)C(=O)[C@@H]2CCCN2C(=O)[C@@H](Cc2ccccc2)N(C)C(=O)[C@H](CC(C)C)NC1=O
  11	44	6.0*	-14*	6.3*	·	-3.7*	4.5*	11
O=c1[nH]c(=O)c2[nH]c(Cl)nc2[nH]1
  106	92	118	97	100	109	·	113	·
COc1ccc(-c2cc(-c3cc(OC)ccc3OC)nc(SCC(=O)c3ccccc3)c2C#N)cc1
  109	82	90	94	114	97	94	92	95
COc1ccc(-c2nc(SCC(C)C)nc(N/N=C\c3cccc(Cl)c3)c2C#N)cc1
  97	57	87	72	102	72	74	82	72
CCC(C)SC1=NC=NC2=NC=NC21 (stereo not drawn)
  95	91	102	90	79	97	97	98	104
CCCCCCCCCCSc1ncnc2nc[nH]c12
  71	49	69	60	82	90	61	64	69
Cc1sc2nc3nc(-c4ccccc4Cl)[nH]n3c(=O)c2c1C
  102	90	102	103	146	116	105	103	·
CC(C)(C)c1[nH]nc(Nc2ccccc2)c1C#N
  96	97	96	94	126	110	89	106	105
CC(=O)C(CO)C(=O)Nc1ccccc1 (stereo not drawn)
  97	106	·	101	109	·	·	93	95
CNc1ccc2nc3ccc(=[N+](C)C)cc-3sc2c1
  21&38	34&27	-15*	-63*	-3.6*!	33&58	49&58	-28*!	4.6*!
Cn1c(N)c(N=Nc2ccc(S(=O)(=O)Nc3nccs3)cc2)c(=O)n(C)c1=O
  98	69	99	97	99	130	97	102	95
CC(=O)Cc1nc2scc(-c3ccccc3)c2c(=O)[nH]1
  98	79	93	96	124	94	93	88	·
COc1ccc2c(c1)c(-c1cc3nc(-c4cn(C)c5ncccc45)cc(N)n3n1)cn2C
  -92*	-62*	-67*	-60*	-28*	-77*	17	-100*	-36*
Cc1ccc(C(C)C)c2c1CC[C@](C)(O)[C@H]2O
  110	89	100	100	86	112	72	115	99
NC(=O)C(c1ccccc1)N1CCCC1 (stereo not drawn)
  100	103	100	103	112	101	106	102	100
CC(=O)Nc1cccc2cc(S(=O)(=O)O)ccc12
  106	77	100	95	110	106	102	101	93
COc1ccc(OC)c(-c2csc(=O)s2)c1
  103	83	·	103	83	·	98	106	96
Nc1ccc(Cl)c(N)c1
  115	68	117	89	122	115	99	82	89
O=C1c2cc(Cl)ccc2Oc2cc([N+](=O)[O-])ccc2N1c1ccc(F)cc1F
  94	71	87	101	112	90	91	91	59
CC(=O)Nc1ccc(S(=O)(=O)NC2CCCCC2)cc1
  100	85	91	91	90	·	64	92	99
O=C(Nc1nc2ccc([N+](=O)[O-])cc2s1)Nc1ccccc1I
  0.5*	0.9*	2.7*	1.2*	11	-13*	-8.7*	-0.4*	-20*
N=C(N)c1ccc(-c2ccc(-c3cccs3)o2)cc1
  62	66	12	55	96	39	33	63	38

Single records, from the list above. Order of values: 786-0 | UO-31 | U251 | SN12C | TK-10 | RXF 393 | A498 | ACHN | CAKI-1
`O=c1[nH]c(=O)c2[nH]c(Cl)nc2[nH]1` as listed: 106 | 92 | 118 | 97 | 100 | 109 | · | 113 | ·
`COc1ccc(-c2nc(SCC(C)C)nc(N/N=C\c3cccc(Cl)c3)c2C#N)cc1` as listed: 97 | 57 | 87 | 72 | 102 | 72 | 74 | 82 | 72

Exported as labelled records: part of the list above.
O=c1[nH]c(=O)c2[nH]c(Cl)nc2[nH]1
  786-0: 106
  UO-31: 92
  U251: 118
  SN12C: 97
  TK-10: 100
  RXF 393: 109
  A498: ·
  ACHN: 113
  CAKI-1: ·

COc1ccc(-c2cc(-c3cc(OC)ccc3OC)nc(SCC(=O)c3ccccc3)c2C#N)cc1
  786-0: 109
  UO-31: 82
  U251: 90
  SN12C: 94
  TK-10: 114
  RXF 393: 97
  A498: 94
  ACHN: 92
  CAKI-1: 95

COc1ccc(-c2nc(SCC(C)C)nc(N/N=C\c3cccc(Cl)c3)c2C#N)cc1
  786-0: 97
  UO-31: 57
  U251: 87
  SN12C: 72
  TK-10: 102
  RXF 393: 72
  A498: 74
  ACHN: 82
  CAKI-1: 72

Remaining list, next part
Results follow in this order: 786-0	UO-31	U251	SN12C	TK-10	RXF 393	A498	ACHN	CAKI-1
COc1ccc(-c2nc(NC(=O)c3cc(OC)c(OC)c(OC)c3)n[nH]2)cc1
  96	87	103	97	114	111	94	101	·
C=CCNC(=S)N/N=C/C=C/c1ccccc1
  97	81	95	85	94	132	95	100	97
NS(=O)(=O)c1ccc(N/C=C/C(=O)c2ccccc2)cc1
  102	101	102	104	108	108	102	106	101
COc1ccc(/C=C2\N=C3N(N/C(=N\c4ncc(C)[nH]4)N3c3ccccc3)C2=O)cc1
  111	72	101	99	166	106	102	94	90
Cc1ccc(S(=O)(=O)C/C(=N/NC(=O)c2ccc(S(N)(=O)=O)cc2)c2cc3ccccc3oc2=O)cc1
  108	88	106	96	109	121	·	107	89
CCNc1nc2ccccc2c2c(=O)c3cc(F)cc(Cl)c3sc12
  96	82	91	95	110	110	69	96	91
O=C(c1ccccc1)N1CCN(c2ccccc2)CC1
  105	88	104	95	91	94	106	105	75
COc1ccc(C2C=C(C)N=C3SC(C)=CN32)cc1OC (stereo not drawn)
  97	88	101	101	105	·	82	107	97
COc1ccccc1CNCCCN1C(=O)c2ccc3c4c(ccc(c24)C1=O)C(=O)N(CCCN)C3=O
  4.3*	-21*	-47*	-89*	-3.4*	-56*	0.0*	2.6*	31
CCc1cccc(-c2ccccc2)c1
  99	88	106	99	106	130	·	108	·
Cn1cccc1-c1cc(-c2ccc(Br)cc2)n(S(=O)(=O)c2ccccc2)c(=O)c1C#N
  95	84	101	104	139	98	97	98	87
CC(=O)c1ccc(N=Nc2c(N)nc(N)nc2N)cc1
  96	88	100	101	100	128	90	103	102
NC1=C(O)C(=O)C(c2ccccc2)O1 (stereo not drawn)
  108	76	109	102	114	108	97	102	104
CC1=CC(=Nc2ccc(N(C)C)cc2)C=C(C)C1=O
  95	62	93	97	133	65	77	77	91
C#CC(C)(O)CC(C)C (stereo not drawn)
  ·	·	115	96	100	113	108	92	106
Cc1ccc(NCc2nnc(-c3ccco3)o2)cc1
  98	68	105	105	119	127	101	91	95
Cc1ccc(Cl)cc1N1C(=O)CC(Sc2ccccc2N)C1=O (stereo not drawn)
  106	105	102	97	114	92	103	94	97
CCC(C)C(NS(=O)(=O)c1ccc(C)cc1)C(=O)O (stereo not drawn)
  100	91	104	104	106	106	97	102	110
NCCC[C@H](N)C(=O)O
  92	72	·	87	102	108	113	93	93
Clc1ccc(-c2nnc(Cc3nc4ccccc4nc3Cl)o2)cc1
  104	67	108	97	190	115	116	97	92
O=C(Nc1nc(-c2ccc(Cl)cc2)cc(-c2ccc(Cl)cc2)n1)c1cccnc1
  96	72	97	101	122	90	106	99	90
CCS(=O)(=O)c1ccc(/C=N/Nc2nc3ccccc3o2)cc1
  99	79	102	100	116	115	114	105	99
O=[N+]([O-])c1cc(Cl)c(Cl)c(Cl)c1Cl
  102&109	89&92	97&104	90&106	99	106&125	84&94	109&109	91
COc1ccc(-c2cn(C/C=C3\C=CN(S(=O)(=O)c4ccccc4)CC3)nn2)cc1
  98&103	73&68	104&104	89&92	118&129	114&119	85&97	95&95	72&73
COc1ccc(C(=O)/C=C/c2ccccc2Br)cc1S(N)(=O)=O
  -78*	-65*	-96*	-26*	3.4*	-70*	93	-97*	12
Nc1ccc(O)c(-c2nn3c(CCC(=O)c4nc5ccccc5[nH]4)nnc3s2)c1
  99	82	102	94	134	102	90	97	91
CC(C)[C@]12O[C@H]1[C@@H]1O[C@]13[C@]1(O[C@H]1C[C@H]1C4=C(CC[C@@]13C)C(=O)OC4)[C@@H]2OC(=O)CN(C)C
  13	-5.9*	15	29	4.3*	-62*	-36*	9.6*	-49*
O=C(NC1CCN(Cc2ccccc2)CC1)c1cc(-c2cccnc2)nc2ccc(Cl)cc12
  79	69	56	63	82	82	67	81	83
C=CCn1c(SCC(=O)Nc2ccc(C(=O)/C=C/c3ccc(Cl)cc3)cc2)nnc1-c1ccccc1
  82	76	94	93	88	118	100	100	93
CCCOc1ccc(C)cc1
  101	95	94	97	103	91	93	102	93
NC(=O)C(=O)Nc1ccc2c(c1)OCO2
  98	86	102	107	83	112	109	117	·
COc1ccc(COC(=O)CC(C)C)cc1
  94	93	93	·	91	101	117	105	99
O=C1CCCc2nc3ccccc3c(/C=C/c3ccccc3)c21
  80	64	81	82	94	91	58	95	78
Cn1cc(-c2nonc2-c2c[nH]c3ccc(F)cc23)c2cc(Br)ccc21
  46	30	41	64	57	74	45	38	25
Cc1cc(Nc2nc(N3CCNCC3)nc3ccccc23)n[nH]1
  76	64	·	76	61	·	45	42	20
COc1cc2nc(NC(=O)c3ccc(Oc4ccc(Cl)nn4)c(OC)c3)sc2cc1OC
  104	84	109	105	107	127	86	113	107
Clc1ccc(C(Br)c2ccc(Cl)cc2)cc1
  102	82	96	101	85	107	109	106	97
CC(=O)Nc1cc2oc3ccccc3c2cc1[N+](=O)[O-]
  112	97	91	94	110	140	·	100	105
CCCCCCCCN(CCCCCCCC)CCC(=O)c1ccc2cc(Br)c3ccccc3c2c1
  86	74	78	91	108	50	97	88	94
CCN(CC)C(=O)CCN1C(=O)/C(=C/c2ccc(O)cc2)SC1=S
  97	64	96	81	127	87	92	92	94
c1cc2c(ccc3[nH]c(-c4ccc5[nH]ncc5c4)c4c(c32)CCCC4)n1
  56	53	37	46	80	89	74	32	70
CCOC(=O)CCCCCCCCC(=O)OCC
  106	96	97	102	104	112	94	113	105
CCOC(=O)C(=O)Nc1ccc(Cl)cc1
  96	91	101	99	99	107	101	102	98
C/C(=N\O)c1ccc(OCC(=O)Nc2nc(-c3ccc(Cl)cc3)cs2)cc1
  111	87	101	94	102	124	97	109	96
COc1ccc(-c2cc3c(ncn4nc(-c5cccnc5)nc34)o2)cc1
  105	89	103	102	107	104	87	106	93
Cc1ccc(-c2cn(C/C=C3\C=CN(S(=O)(=O)c4ccccc4)CC3)nn2)cc1
  101	73	108	92	115	123	94	96	76
CCOC(=O)c1cnc2c(N=Nc3ccc(OC)cc3)c(N)nn2c1N
  104	94	105	95	104	113	93	109	97
COCCOC(=O)Nc1cc(Cl)ccc1C
  93	90	97	97	96	107	84	103	92
N#CN=C(N)c1ccccc1
  113	99	109	103	98	121	115	108	62
COc1ccc(NC(=O)c2c(Nc3ccc(OC)cc3OC)[nH]n3c(=O)cc(C)nc23)c(OC)c1
  94	88	82	81	98	96	110	90	93
O=C(O)c1ccc(-c2nn(-c3ccc(C(F)(F)F)cc3)cc2CNc2ccc(Oc3ccccc3)cc2)cc1
  93	60	67	78	98	88	·	66	92
CSc1nc(C(=O)O)cc(=O)[nH]1
  105	116	97	122	120	114	96	104	98
Clc1ccc(N=Cc2ccccc2)cn1
  104	77	99	95	·	·	94	80	76
Cc1cc(O)c(O)cc1SC1=NC(O)C(CN)=C(C(C)C)N1 (stereo not drawn)
  99	77	102	110	97	107	105	100	93
COC(=O)c1cc(=O)nc(N/N=C/c2ccccc2)s1
  103	101	101	102	108	108	115	112	108
CC(=O)N1N=C(c2ccc3c(c2)OCO3)CC1c1sc(N(C)Cc2ccccc2)nc1Cl (stereo not drawn)
  82	78	100	102	104	104	98	101	72
O=C(COCc1c(-c2ccccc2)no[n+]1[O-])Nc1nc(-c2ccc(Cl)cc2)cs1
  120	81	103	100	113	112	98	112	105
CC(C)OC(=O)OCOP(=O)(OCOC(=O)OC(C)C)C1CCCN(O)C1=O (stereo not drawn)
  18	10.0*	15	5.7*	2.4*	8.6*	1.2*	27	25
CCOC(=O)CCCCCCCCC(=O)Cl
  104	88	88	102	94	105	113	97	92
O=C(/C=C/c1cn(-c2ccccc2)nc1-c1ccc(Cl)cc1)c1ccc(F)cc1
  63	63	77	78	107	100	96	78	76
CCCOc1c(OC)cc2c3c1-c1cc4c(cc1CC3OCC2)OCO4 (stereo not drawn)
  106	74	92	91	123	98	92	94	89
O=C(OCCO)c1ccccc1O
  95	91	102	132	87	98	112	103	71
COc1cc(NCC(O)CO)c2ncccc2c1 (stereo not drawn)
  108	81	109	101	108	96	87	100	93

Bioassay records: PubChem, NCI
